S1P3 ag – S1P3 (human) receptor agonism. activation, % at 4.5 µM. S1P3 NFAT-BLA reporter cells, FRET ratio; relative to 1 µM S1P, basal subtracted. actives 0.1% (n = 60,000);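 active = activation above the screen-wide mean plus 3 SD, cut at about 4.5% in these data, passing the limit was not always enough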; note: some compounds called inactive have numbers as strong as hits
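Assay system: CHO cells stably expressing human S1P3, Gα16 and NFAT-β-lactamase reporter. Timing: overnight plating, 4 h compound 37 °C, 2 h substrate RT. Signal: β-lactamase FRET emission ratio 460/535 nm. Measure: percent activation versus median 1 µM S1P response, basal-subtracted, per plate. Repeats: primary screen single test, confirmation screen in triplicate.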
S1P1 ag-PAM – agonists and agonism potentiators of human S1P1 receptor | activation, % at 9.5 µM | S1P1 CRE-bla cells, forskolin, beta-lactamase FRET, potentiator mode; S1P1 agonist co-added at EC20, 2 nM; 100% = saturating reference agonist, 0% = basal | P21453 | actives 0.57% (n = 56,000);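 active = activation above a cutoff set at the mean activation of all tested compounds plus 3 SD, cut at about 54% in these data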;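 note: forskolin at 4 µM as EC80 and the EC20 agonist is SEW2871; 100% = SEW2871 at its EC100 plus forskolin at EC80; some compounds past the cut are filed as inactive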
5HT1E antag – antagonists of human 5-HT1E serotonin receptor | P28566 | CHO 5-HT1E Ga15 NFAT-bla reporter, FRET, antagonist | inhibition, % at 6 µM | actives 0.99% (n = 65,000);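 active = inhibition above a set limit, the mean inhibition across every tested compound plus 3 SD, cut at about 29% in these data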;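 note: signal is the 460 over 535 nm emission ratio of beta-lactamase substrate; 0% = agonist plus DMSO wells and 100% = wells without agonist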
5HT1a antag – blocks the human serotonin 5-HT1a receptor; P08908; CHO 5-HT1a Ga15 NFAT-bla reporter, antagonist mode; inhibition, % at 10 µM; actives 0.68% (n = 62,000); AID 612;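 active = inhibition above the mean of all tested compounds plus 3 SD, cut at about 43% in these data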;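 note: receptor stimulated by 5-CT agonist at 100 nM near EC80; beta-lactamase reporter measured by ratiometric fluorescence of a cleavable substrate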
Target sequence (P08908 whole entry, looked up): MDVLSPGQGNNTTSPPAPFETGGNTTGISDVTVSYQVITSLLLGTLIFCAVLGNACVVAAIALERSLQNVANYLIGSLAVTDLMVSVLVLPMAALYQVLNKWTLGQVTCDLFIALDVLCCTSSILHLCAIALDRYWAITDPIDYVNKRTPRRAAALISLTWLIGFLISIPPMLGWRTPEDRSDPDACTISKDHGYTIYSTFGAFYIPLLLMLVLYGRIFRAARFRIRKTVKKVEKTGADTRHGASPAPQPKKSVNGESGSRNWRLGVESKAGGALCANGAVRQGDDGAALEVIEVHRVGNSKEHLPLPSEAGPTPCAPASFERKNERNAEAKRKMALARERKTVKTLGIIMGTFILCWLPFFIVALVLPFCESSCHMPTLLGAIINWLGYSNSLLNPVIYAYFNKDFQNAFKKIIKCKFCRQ
Jurkat tox 60K – cytotoxic compounds reducing Jurkat cell viability; actives 1.2% (n = 56,000); inhibition, % at 4 µM; Jurkat E6.1 viability, ATP luminescence, 48 h;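 active = inhibition above the mean inhibition of all tested compounds plus 3 SD, cut at about 28% in these data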
5HT1E ag – activates the human 5-HT1E serotonin receptor; CHO 5-HT1E Ga15 NFAT-bla reporter, FRET; 0% DMSO wells, 100% control agonist wells; activation, % at 6 µM; actives 0.69% (n = 65,000); AID 574;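 active = activation above a set limit, the screen-wide mean activation plus 3 SD, cut at about 8.5% in these data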;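 note: 100% = positive control agonist at 1 µM giving full maximal response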
HTR1A agonist – 5-HT1a (human) receptor agonism | P08908 | CHO 5-HT1a Ga15 NFAT-bla reporter, FRET ratio; 0% basal, 100% maximal reference agonist | activation, % at 10 µM | actives 0.56% (n = 65,000) | AID 567;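 active = activation above the screen-wide mean activation plus 3 SD, cut at about 19% in these data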;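 note: 0% = DMSO wells and 100% = 5-CT at EC100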
M1 antag – M1 muscarinic receptor (rat) antagonism; P08482; CHO-M1 cells, Fluo-4 calcium, ACh EC80 antagonist mode; stronger effect = lower value; B-score at 10 µM; actives 3.4% (n = 64,000); AID 628;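 active = calcium fluorescence response, raw or row-and-column corrected B-score, differing from the plate sample mean either way at a set confidence level, mostly lower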
Target sequence (P08482 whole entry, looked up): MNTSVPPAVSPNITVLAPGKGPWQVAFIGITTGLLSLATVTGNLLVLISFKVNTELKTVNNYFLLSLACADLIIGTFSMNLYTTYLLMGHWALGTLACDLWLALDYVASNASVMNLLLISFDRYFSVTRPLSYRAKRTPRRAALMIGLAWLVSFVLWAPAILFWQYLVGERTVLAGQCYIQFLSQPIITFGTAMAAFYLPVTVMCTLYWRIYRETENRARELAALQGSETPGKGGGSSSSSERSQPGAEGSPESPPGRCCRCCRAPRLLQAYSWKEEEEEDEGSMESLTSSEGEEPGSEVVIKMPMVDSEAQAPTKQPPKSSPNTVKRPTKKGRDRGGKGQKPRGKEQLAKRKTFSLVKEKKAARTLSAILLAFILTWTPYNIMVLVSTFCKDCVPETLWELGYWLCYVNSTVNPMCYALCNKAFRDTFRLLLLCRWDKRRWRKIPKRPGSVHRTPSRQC
M1 ag – activates the M1 muscarinic receptor. actives 3% (n = 64,000). CHO-M1 cells, Fluo-4 calcium fluorescence, agonist mode; stronger effect = higher value. AID 626. B-score at 10 µM;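 active = fluorescence rise, raw or as B-score row- and column-corrected plate score, outside the 99.7% band of its plate's samples, either direction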
Starred values were filed as active, the others as inactive; x = no result given.

Order of values – S1P3 ag, S1P1 ag-PAM, 5HT1E antag, 5HT1a antag, Jurkat tox 60K, 5HT1E ag, HTR1A agonist, M1 antag, M1 ag
CCOc1ccc(OCc2ccc(C(=O)Nc3ccc(Cl)cn3)o2)cc1
  -1.6, x, -10.3, 7.7, -3.1, 0.6, 0.3, 0.1, -0.188
CCC(=O)Nc1ccc(C(=O)Nc2ccc3c(c2)OCO3)cc1
  -0.8, -27.2, 2.0, 9.7, -4.8, -0.6, -3.9, -1.35, -0.0649
O=C(COc1ccccc1Cl)N1CCN(c2ccc(F)cc2)CC1
  -0.6, x, 4.1, -1.7, 9.2, 0.0, -0.2, 0.0797, 0.439
COc1ccc2[nH]cc(C(=O)CN(C)CCc3ccc(OC)c(OC)c3)c2c1
  -1.3, -11.2, -0.1, x, x, -0.5, -1.4, 0.437, -0.262
O=C(O)c1cccc(NC(=O)c2cccc(S(=O)(=O)N3CCCCC3)c2)c1
  -0.2, 3.0, -1.3, 2.2, 4.3, -0.8, -1.6, 0.613, -0.207
C=CCn1c(SCC(=O)NC2CCCCC2)nnc1-c1sc(N)nc1C
  0.0, x, 0.7, -10.9, -7.0, 0.3, -0.9, 0.0161, 0.501
N#Cc1ccc(CSc2nnc(-c3ccncc3)n2CCc2ccccc2)cc1
  -1.0, 18.7, 2.0, 12.4, 20.9, -0.5, 1.8, 0.288, 0.138
CCCC(C(=O)NC1CCCC1)N(C(=O)Cn1nnc(-c2ccc(C)o2)n1)C1CCCC1 (configuration not stated)
  -0.2, 0.5, 2.3, 13.0, 7.1, -0.4, -3.7, 0.451, -0.399
CC(C)c1ccc(NC(=O)c2cnn(-c3ccccc3)c2NC(=O)c2ccco2)cc1
  -1.1, -11.6, -12.0, 0.7, 2.1, 1.1, 0.3, 0.00768, 0.0798
Cc1c(C(=O)Nc2ccc(C(=O)O)cc2)cnn1C
  -0.6, 10.6, -1.0, -4.0, 0.8, -0.8, -1.7, -0.00357, -0.246
Cc1nn(-c2ccccc2)c(C)c1P(=O)(c1ccccc1)N(C)C (configuration not stated)
  -1.0, 3.7, -4.5, 10.8, 2.7, -0.6, -1.4, 0.0611, -0.481
Cc1ccccc1CS(=O)(=O)Cc1ccc(C(=O)NCc2ccccn2)o1
  -1.0, 4.2, 12.0, 10.9, -3.1, -0.3, -1.3, -0.0379, -0.345
Cc1nn(Cc2ccc(Br)cc2)c(C)c1NC(=O)c1nn(C)cc1Cl
  -0.2, x, -6.3, -3.3, 3.4, -0.5, -2.2, -0.0623, -0.851
O=C(OCn1nnc2ccccc2c1=O)c1cccs1
  -0.7, -6.8, -4.1, -0.9, -2.4, 0.6, -0.6, 0.132, -0.155
COc1ccc(-c2[nH]nc3oc(=O)cc(C)c23)cc1
  x, x, -14.4, -14.7, x, -0.1, 0.7, 0.949, -0.0637
CCOc1cc(NC(=O)c2ccco2)c(OCC)cc1NC(=O)CCc1ccc(OC)cc1
  -0.2, -7.5, -7.8, -1.5, -2.1, -1.2, -0.7, 1.08, -1.13
Cc1c(Cc2ccccc2)c(=O)oc2cc(OCc3nn[nH]n3)ccc12
  -0.9, 5.7, -2.2, -6.8, 3.7, -0.5, 1.3, 0.137, 0.407
CC(C)COc1ccc(C2NC(=O)NC2=O)cc1 (configuration not stated)
  x, x, -5.6, 3.8, x, 0.0, -2.5, 0.0612, 0.0272
O=C(C1CCN(C2CC(=O)N(c3cccc(Cl)c3)C2=O)CC1)N1CCCCCC1 (configuration not stated)
  -0.3, x, -8.3, 4.6, 4.2, 0.3, 1.0, -0.686, 0.0579
Cc1cc(N2CCN(c3ccccn3)CC2)n2c(nc3ccccc32)c1C#N
  -0.8, -2.0, -8.9, 22.4, -0.6, -0.8, 0.6, -2.2*, 3.13

Next part.
Order of values – S1P3 ag, S1P1 ag-PAM, 5HT1E antag, 5HT1a antag, Jurkat tox 60K, 5HT1E ag, HTR1A agonist, M1 antag, M1 ag
Cc1ccc(C(=O)CSc2nnc(COc3cccc4cccnc34)o2)cc1
  -1.2, 12.0, 9.7, -2.8, 1.6, 0.1, -1.6, -0.274, -0.00471
CCNc1nc(SC(C)C(=O)OC)nc(N2CCOCC2)n1 (configuration not stated)
  x, x, 5.1, -2.3, x, 0.6, 1.6, 0.00415, -0.885
CCN(C(=O)COC(=O)C(Cc1ccccc1)N1C(=O)c2ccccc2C1=O)C1CCS(=O)(=O)C1 (configuration not stated)
  x, x, -3.9, 8.0, x, 0.1, -4.3, 0.287, -0.0412
c1ccc(-n2c(SCC3CCCCO3)nnc2-c2cccs2)cc1 (configuration not stated)
  0.4, -34.6, -1.6, 11.7, -2.4, 0.6, -0.5, -0.84, -0.425
Cn1c2c(c(=O)n(C)c1=O)C(c1ccc(O)cc1)Nc1ccccc1O2 (configuration not stated)
  -0.8, 8.9, 12.6, 1.9, -5.6, 0.2, -1.8, 0.238, 0.465
Cc1c(NC(=O)CN2C(=O)c3ccccc3S2(=O)=O)c(=O)n(-c2ccccc2)n1C
  -1.0, -5.9, -3.0, -2.3, -5.1, 0.0, -0.5, 0.617, -0.596
COc1ccc(Cn2nnnc2C(c2cccs2)N2CCSCC2)cc1 (configuration not stated)
  -1.0, 28.3, 3.6, 14.4, 5.3, -1.5, -2.7, 0.201, 0.946
COc1nc(C#N)nc(N(C)C)n1
  -0.3, -4.8, 2.2, 1.9, 1.9, 0.3, -1.1, x, x
O=C1NC(=O)C2(COC3(CCCC3)OC2)S1
  -0.4, -1.1, 5.3, 4.6, 6.5, -1.8, -2.5, -0.0651, -0.805
CC(C)(C)n1nnnc1C(c1ccc(C#N)cc1)N1CCCC2(CCCCC2)C1 (configuration not stated)
  0.1, 4.9, -6.8, 11.8, 2.8, -0.5, 0.8, -0.998, 0.505
COc1ccc(C2(CCN)CC(C)N(C)CC2C)cc1 (configuration not stated)
  -1.7, -10.6, -2.7, -5.8, 1.1, 0.3, 10.4, -0.216, -0.375
O=C(Nc1c2c(nn1-c1ccc(F)cc1)CS(=O)C2)C12CC3CC(CC(C3)C1)C2 (configuration not stated)
  -0.1, 12.6, 6.4, 9.8, -1.7, 0.7, 0.5, 0.203, -0.854
CCOC(=O)C1CCCN(C(=O)C2CC(=O)N(c3ccc(C)cc3)C2)C1 (configuration not stated)
  -0.7, -15.6, 3.8, -0.5, 2.5, 0.2, 0.2, 0.728, 0
COc1ccc(-n2cnnc2SCc2cnc(-c3ccccc3)s2)cc1
  -0.1, -25.0, -2.2, -1.4, 7.3, 0.1, -1.8, -0.43, 0.0755
Cc1ccc(S(=O)(=O)c2c(N)n(/N=C/c3ccco3)c3nc4ccccc4nc23)cc1
  0.1, -22.0, -7.5, -25.3, -3.8, 0.1, -3.2, 0.0289, -0.26
c1ccc(/N=C2\N=C(Nc3ccccn3)c3ccccc32)nc1
  -0.8, -35.1, 13.2, 5.6, 49.9*, 1.5, -1.8, x, x
CSCC[C@H](NC(=O)NCc1cccs1)C(=O)O
  -1.5, -3.9, -5.6, 4.7, -1.6, 0.1, -0.1, 1.07, 0.5
COc1ccc2[nH]c(=O)c(CN(C(C)=O)c3cccc(C)c3)cc2c1
  -1.1, -2.4, -13.7, -5.6, 2.5, 0.5, -2.5, 0.976, 0.8
O=C(O)C1C2C=CC(C2)C1C(=O)NCCC1=CCCCC1 (configuration not stated)
  -0.5, -27.5, -6.7, -6.1, -0.2, 0.8, -2.2, 0.47, 0.24
COCCOC(=O)c1[nH]c2c(c1C)C(=O)CC(c1ccco1)C2 (configuration not stated)
  -0.7, -4.5, 34.7*, 16.1, 92.0*, -0.6, -1.4, -0.0262, -1.41

Continuation.
Order of values – S1P3 ag, S1P1 ag-PAM, 5HT1E antag, 5HT1a antag, Jurkat tox 60K, 5HT1E ag, HTR1A agonist, M1 antag, M1 ag
O=C(OCc1csc(-c2ccccc2)n1)c1cccs1
  -0.2, -3.9, -1.9, 14.8, -5.9, -0.2, -3.4, 0.341, 0.035
COc1cc(-c2noc(-c3ccccc3C(=O)NCc3ccco3)n2)cc(OC)c1OC
  -1.1, -1.3, 24.5, 17.1, 8.5, 0.1, 0.2, 0.181, 1.12
COc1cccc(NC(=O)CNC(C)CCC(C)C)c1 (configuration not stated)
  -1.9, -1.8, 10.8, 15.8, -1.1, -0.7, -0.2, -0.256, -0.802
CCC1CCCCN1CCNC(=O)CNS(=O)(=O)c1ccc2nc(C)sc2c1 (configuration not stated)
  0.0, 4.9, -1.5, 2.4, -9.7, -0.6, 2.1, -0.692, -0.729
CCN(CC)CCn1c(=S)[nH]c2ccc(Cl)cc2c1=O
  x, x, 1.5, -1.1, x, 0.0, -1.3, -0.656, -0.826
O=C(NCC1CCCO1)c1ccc(COCC(F)(F)C(F)F)cc1 (configuration not stated)
  -0.8, -9.8, 0.7, 2.1, -5.9, -0.3, -1.4, 0.574, 0.0133
CN(C)c1ccc(NC(=O)c2cccc(N3C(=O)CCC3=O)c2)cc1
  -0.1, 6.0, -4.9, 3.2, -1.7, -0.1, -6.4, 0.184, -0.406
COC(=O)c1ccc(NC(=O)CCNS(=O)(=O)c2cccc3nonc23)cc1
  x, x, -2.8, -2.6, x, -0.9, -0.8, 0.576, 0.143
CCC(C)(C)n1nnnc1C(c1ccccc1F)N1CCC(C(N)=O)CC1 (configuration not stated)
  0.0, -5.3, -0.5, 0.4, 0.3, -0.8, -2.6, 0.0674, -0.139
Cc1ccc(-n2c(SCC(=O)Nc3ccc4cn[nH]c4c3)nnc2-c2ccco2)cc1
  -0.3, x, 6.4, 3.0, -1.7, 0.4, 2.7, 0.39, 1.63
O=c1c2ccccc2oc2nc(C3CCCCC3)n(Cc3ccco3)c(=O)c12
  1.9, -27.2, -11.7, -12.5, -4.7, 1.4, -0.9, 0.131, 0.249
O=C1CN2C(=Nc3ccc(Cl)cc3C2c2ccccc2)CN1 (configuration not stated)
  -0.3, 14.7, 4.4, -10.7, 4.3, -0.2, -1.0, 0.648, -1.1
COc1ccccc1C1N(c2cc(Cl)ccc2OC)C(=O)C2CCCN21 (configuration not stated)
  -0.5, -5.3, 8.9, 21.0, 4.0, 1.2, 0.4, 0.632, 0.478
CC1(C)c2ccccc2N2CC(=O)NC21/C=C/c1ccco1 (configuration not stated)
  0.9, -0.3, -10.1, -12.2, -11.5, 1.3, -2.8, 0.355, -1.61
COc1ccc2[nH]c3c(NCCN4CCCCC4)ncnc3c2c1
  -0.8, 28.1, -2.2, 12.1, 3.1, -1.8, -1.1, -0.218, -0.488
